# 697 NFkB inh – lowers PMA/ionomycin-induced NF-kB signal in 697 B cells; 697 B-cell NF-kB luciferase reporter, 16 h; inhibition, % at 4 µM; 0.33% of 330,000 active; in the data active = inhibition above about 35%
# tim10-1 inh – growth inhibitors of tim10-1 mutant yeast | S. cerevisiae tim10-1 ts strain growth, BacTiter-Glo, 24 h | 2.2% of 330,000 active | inhibition, % at 20 µM | AID 463190;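 active = inhibition of at least 40%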;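 also: mutant grown at 25 °C; 0% = DMSO wells with yeast and 100% = wells holding no yeast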
# CHOP UPR activ – activators of apoptotic arm of unfolded protein response (CHOP); CHO-CHOP luciferase reporter, UPR activation, luminescence; percent of tunicamycin response over DMSO baseline; activation, % at 10 µM; 0.34% of 330,000 active; AID 449763;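 active = at 10 µM dose, activation of 40% or more, normalized to positive control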;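 also: 100% = tunicamycin at 10 µg/mL and 0% = DMSO alone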
#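 Material: CHO-CHOP cells, stable luciferase reporter of PERK-eIF2a-CHOP signalling; quantity: 500 reporter cells seeded per well; buffer or medium: F12 medium containing 10% fetal bovine serum; compound: one dose, 10 µM in 0.5% DMSO; incubation: 6 h compound treatment, 37 °C; measured by: Steady-Glo luciferase luminescence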
# Mdm2-MdmX inh – human Mdm2/MdmX binding inhibition; SaOS-2 split-luciferase Mdm2/MdmX complementation, luminescence; 3% of 330,000 active; inhibition, % at 8 µM; O15151+Q00987;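 active = inhibition of at least 50% at 8 µM in the primary screen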
# Target sequence (O15151 whole entry, looked up): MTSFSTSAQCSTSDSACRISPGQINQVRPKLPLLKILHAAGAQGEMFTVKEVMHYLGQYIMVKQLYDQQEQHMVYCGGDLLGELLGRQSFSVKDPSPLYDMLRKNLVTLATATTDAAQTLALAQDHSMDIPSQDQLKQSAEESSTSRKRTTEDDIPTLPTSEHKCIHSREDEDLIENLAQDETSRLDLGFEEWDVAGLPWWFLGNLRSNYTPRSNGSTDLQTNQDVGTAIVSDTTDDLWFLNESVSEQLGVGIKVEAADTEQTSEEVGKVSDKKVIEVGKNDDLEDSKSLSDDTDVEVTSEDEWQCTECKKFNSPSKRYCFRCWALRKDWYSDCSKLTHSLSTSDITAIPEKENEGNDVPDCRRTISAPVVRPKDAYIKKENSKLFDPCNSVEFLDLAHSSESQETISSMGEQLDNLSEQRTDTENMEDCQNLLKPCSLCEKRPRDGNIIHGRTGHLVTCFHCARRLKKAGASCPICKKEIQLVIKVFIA
# Target sequence (Q00987 whole entry, looked up): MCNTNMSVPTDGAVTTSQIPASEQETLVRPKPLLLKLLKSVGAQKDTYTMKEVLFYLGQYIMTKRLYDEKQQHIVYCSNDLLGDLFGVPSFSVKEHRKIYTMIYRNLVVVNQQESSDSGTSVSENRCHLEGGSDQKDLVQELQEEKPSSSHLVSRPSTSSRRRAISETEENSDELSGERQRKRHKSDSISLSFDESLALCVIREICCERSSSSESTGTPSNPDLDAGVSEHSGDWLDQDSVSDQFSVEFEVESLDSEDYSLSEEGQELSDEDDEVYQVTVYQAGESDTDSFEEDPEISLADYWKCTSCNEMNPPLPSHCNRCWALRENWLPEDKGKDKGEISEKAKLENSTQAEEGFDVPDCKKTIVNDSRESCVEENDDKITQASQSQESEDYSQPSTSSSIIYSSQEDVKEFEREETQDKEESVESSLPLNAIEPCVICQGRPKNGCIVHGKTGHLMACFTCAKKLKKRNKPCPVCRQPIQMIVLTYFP
# Jurkat NFkB inh – lowers PMA/ionomycin-induced NF-kB signal in Jurkat cells; AID 435003; inhibition, % at 4 µM; PMA/ionomycin-induced NF-kB luciferase reporter, luminescence; 0.53% of 330,000 active; in the data active = inhibition above about 50%
# TIM10 inh – TIM10 yeast growth inhibition; inhibition, % at 10 µM; S. cerevisiae TIM10 strain growth, BacTiter-Glo luminescence, 24 h; 1.4% of 330,000 active;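 active = inhibition of 40% or more at the single tested concentration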;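 also: wild-type TIM10 isogenic control strain grown at permissive 25 °C; 0% = DMSO yeast wells and 100% = minimal medium wells without yeast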
# tim23-1 inh – growth inhibitors of tim23-1 mutant yeast | S. cerevisiae tim23-1 growth, BacTiter-Glo luminescence, 24 h | inhibition, % at 20 µM | 1.3% of 330,000 active | AID 463212;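 active = growth inhibition of the mutant yeast at or above 50%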;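 also: temperature-sensitive mutant grown at 25 °C; plate controls were DMSO-treated mutant yeast for no effect and medium wells lacking yeast for full effect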
# UPR XBP1 act – activators of adaptive arm of unfolded protein response (XBP1); CHO-XBP1 luciferase reporter, IRE1-XBP1 UPR activation, luminescence; percent of tunicamycin response, DMSO as zero; activation, % at 20 µM; 0.33% of 330,000 active;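 active = versus positive control, 20 µM dose yields 30% or more activation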;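 also: 100% = tunicamycin at 10 µg/mL and 0% = DMSO only wells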
#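 Signal: luciferase luminescence; Assay system: CHO-XBP1 luciferase reporter cells; Amount: one thousand reporter cells per well; Dosing: 20 µM single concentration, DMSO 1%; Benchmarks: high control tunicamycin 10 µg/mL final, low control DMSO vehicle only; Schedule: 6 h compound exposure at 37 °C, 5% CO2; Evaluation: percent activation relative to tunicamycin reference.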
# * hit, by the source's call. Not a hit list; any-hit rate near 6.6%.
SMILES,697 NFkB inh,tim10-1 inh,CHOP UPR activ,Mdm2-MdmX inh,Jurkat NFkB inh,TIM10 inh,tim23-1 inh,UPR XBP1 act
NC(=O)COC(=O)c1ccc(S(=O)(=O)NCc2ccco2)cc1,2,4,-0.7,11,-3,1,-7,-1
CC1CN(S(=O)(=O)c2ccc(C(=O)N3CCc4ccccc43)cc2)CC(C)O1 (stereo unspecified),-8,4,1.7,0,2,3,8,0
Cc1ccc(C)c(-c2ccc(=O)n(Cc3ccc(F)cc3Cl)n2)c1,2,-5,-1.3,-8,47,5,15,0
CNC(=S)NNC(=O)c1ccccc1F,-7,10,0.2,37,3,0,13,0
CCN1/C(=C2/SC(=S)NC2=O)Sc2ccccc21,-4,25,-0.1,10,-4,15,-13,3
Cc1oc(-c2ccc(-c3ccccc3)cc2)nc1CN(C)C1CCOC1 (stereo unspecified),-311,13,8.7,-86,-51,22,18,3
Cc1c(C(=O)O)oc2ccc(S(=O)(=O)NC3CCCCCCC3)cc12,-6,4,4.2,-11,-10,-3,0,-1
CCC(=O)N1CCN(CCN=CC2=C(O)CC(c3cccs3)CC2=O)CC1 (stereo unspecified),-1,-25,0.3,-1,-22,-15,-10,1
Nc1ccccc1C(=O)Nc1ccc(Cl)cc1Cl,-52,17,5.1,-38,-58,4,9,0
Cc1cc(C(=O)NC2CCCc3ccccc32)c(C)o1 (stereo unspecified),-15,28,-0.8,19,-14,-3,-8,-3
CCOC(=O)C1CCC2(CC1)C(C#N)=C(N)Oc1n[nH]c(C)c12 (stereo unspecified),-8,29,0.3,17,5,10,15,4
CN(CCCC(=O)NCc1ccco1)S(=O)(=O)c1ccccc1,23,11,-0.4,8,-6,5,26,-1
Cc1nc2c(ccc3nc(NC(=O)C4CC4)sc32)s1,-34,53*,3.9,14,-13,65*,68*,4
COc1ccc(Cn2nnnc2C(c2cc3cc(C)ccc3[nH]c2=O)N2CCN(C)CC2)cc1 (stereo unspecified),0,-3,-0.7,11,7,7,14,0
COc1cccc(CNC(=O)CCC2CCCN(C(=O)c3cc(C)on3)C2)c1 (stereo unspecified),2,12,-0.2,6,-2,-11,12,-1
N#Cc1cccc(NC(=O)c2cncn2-c2ccccc2)c1,-2,18,-2.1,-17,-18,1,26,0
COc1cc(C(=O)Nc2ccc(Cl)c([N+](=O)[O-])c2)cc(OC)c1OC,-3,2,5.2,57*,-10,-11,-16,1
CNc1ccccc1C(=O)OCC(C)=O,11,-10,-1.5,1,1,-1,-22,0
CCc1nc2nc(C)c(NS(=O)(=O)c3ccc(C4CCCCC4)cc3)c(=O)n2[nH]1,5,17,-0.4,7,-7,-6,7,-2
CCSc1nnc2ccc(-c3ccc(OC)c(OC)c3)nn12,28,28,1.5,26,6,17,18,7
COCCN(C(=S)Nc1ccc(C)cc1)C(C)c1ccco1 (stereo unspecified),12,17,1.7,11,-2,11,33,7
COc1ccc(N2CCN(C(=O)C3CCC(Cn4c(=S)[nH]c5ccccc5c4=O)CC3)CC2)cc1 (stereo unspecified),-22,16,2.8,20,19,19,13,0
O=C(CSc1nc2ccccc2nc1SCC(=O)N1CCOCC1)N1CCOCC1,4,14,-0.1,-18,-5,-8,-2,0
O=C(Nc1ccccc1)N(C1=NCCCCS1)c1cccc2ccccc12,-16,8,3.2,15,34,-11,4,2
COc1cccc(/C=N/NC(=O)c2c(C)nc3ccc(Br)cn23)c1,-2,-2,1.1,11,-8,9,9,5
CSc1ccccc1NC(=O)CN(C)C(=O)C1CC(=O)N(C(C)c2ccccc2)C1 (stereo unspecified),13,2,0.3,-1,-2,-5,-3,0
COc1ccc(S(=O)(=O)N2CCCCC2)cc1-n1cnnn1,13,10,-0.4,15,20,-11,1,-3
CCN(C(=O)CSc1nnc2ccccn12)C1CCS(=O)(=O)C1 (stereo unspecified),16,-2,-0.5,5,19,-5,6,-3
Oc1ccc(/C=N/N2CCCCC2)c(O)c1,-51,19,6.8,8,-49,-8,20,1
CC(C)N(C(=O)CSc1nc(Cc2ccccc2)nc2ccccc12)C(C)C,-7,25,1.2,22,15,8,29,-4
CCOC(=O)c1[nH]c(C)c(CN(C(C)=O)c2ccc(OCC)cc2)c1C,2,27,-1.8,30,34,32,19,-4
O=c1oc(-c2ccccc2)cc(Cl)c1Cl,16,81*,58*,94*,8,76*,22,2
Cc1ccccc1CN(C)CC(=O)Nc1c(C)cccc1C(C)C,6,8,-2.0,-5,-1,19,44,-4
Cc1ccc(S(=O)(=O)NC(=O)N2CCCC(C)(C)C2)cc1,1,11,-0.4,8,-19,2,4,-5
COc1ccc2nc(SCC(=O)Nc3c(C)cccc3C)[nH]c2c1,-2,21,0.3,-17,5,22,7,-2
CC(C)c1ccc(/C=C/C(=O)N2CCOCC2)cc1,-49,15,4.3,-50,-75,19,11,-4
CCOc1ccccc1NC(=O)N1CCC(c2nc3ccccc3[nH]2)CC1,13,6,-0.8,3,10,-1,9,0
O=C(NCCCCc1ccccc1)c1ccc(Br)cc1,-27,-26,2.5,-59,-35,-60,3,-3
COc1ccc(CN2CCn3ncc(C(=O)Nc4ccc(Cl)cc4Cl)c3C2=O)cc1,5,-14,4.1,32,-2,-4,0,-2
COc1ccc(Cl)cc1NC(=O)CN(C)C(=O)c1ccc(N2CCCCCC2)c([N+](=O)[O-])c1,-19,15,-0.3,40,6,22,21,-1
O=C(c1cccnc1)N1N=C(c2cccs2)CC1c1ccc(F)cc1 (stereo unspecified),-13,20,2.9,19,-4,20,41,20
CCNC(=O)CN(c1ccc(Br)c(C)c1)S(C)(=O)=O,13,2,-1.4,-19,1,-8,1,-1
CCN(C(=O)CSc1nnc(Nc2ccccc2)s1)C1CCS(=O)(=O)C1 (stereo unspecified),2,18,-1.1,25,7,10,0,2
O=C(Nn1c(-c2ccc(Br)cc2)nc2ccccc2c1=O)c1ccc([N+](=O)[O-])cc1,9,12,0.5,7,7,28,34,-2
CCOc1ccc(-c2noc(CCC(=O)NCC3CCCO3)n2)cc1OC (stereo unspecified),3,12,-0.8,-1,5,-8,15,2
Cc1ccc(C(=O)Cn2nnc3ccccc32)cc1,-156,22,1.9,-94,-86,13,11,4
CC(C)C(NC(=O)OCc1ccccc1)C(=O)NCC(=O)OC(C)(C)C (stereo unspecified),-7,11,1.1,5,3,-3,14,-2
CCOC(=O)C(C(=O)OCC)C1OC(=O)c2cc3c(cc21)C(=O)OC3C(C(=O)OCC)C(=O)OCC (stereo unspecified),-128,2,2.1,2,2,9,5,-2
Cc1ccc(Oc2nnc(-c3ccccc3)cc2C#N)cc1,-13,-3,7.3,-5,-1,5,5,4
Cn1[nH]c(C(F)(F)F)c(C=Nc2ccc(Cl)cc2)c1=O,-1,18,0.9,0,-6,25,-2,-2
CCOc1cc2c3c(c1)C(C)=CC(C)(C)N3C(=O)C2=O,-1,11,0.3,68*,16,14,56*,41*
CCn1c(SCC(=O)N2CCOCC2)nc2c(c1=O)SC(C)C2 (stereo unspecified),-12,-13,-1.4,8,7,-11,0,0
CCCn1nc(NC(=O)CC(C)C)c2cc3ccccc3nc21,-12,21,-0.7,11,-17,10,13,0
COc1ccc(NC(=O)CSc2ncnc3c2nnn3-c2ccc(F)cc2)c(OC)c1,-17,2,1.9,20,-3,-28,-9,-3
Cc1ccc(C)c(OCC(=O)Nn2c(C)nc3ccccc3c2=O)c1,13,3,1.9,11,15,10,21,-1
CCC(=O)Nc1ccccc1C(=O)OCC(=O)c1cccc2ccccc12,-51,9,0.3,11,0,6,6,7
O=C(N/C(=C\c1cccc([N+](=O)[O-])c1)C(=O)N1CCCCC1)c1cccs1,22,15,-0.3,-5,-8,-2,20,-2
CC12CCC(c3nnc(SCC(=O)Nc4cccc5ccccc45)nc31)C2(C)C (stereo unspecified),15,36,-2.9,6,14,46*,38,0
CN(CCC#N)C(=S)Nc1ccc(F)cc1,8,-3,1.5,22,-1,5,-17,-3
O=C(NCc1ccc2c(c1)OCO2)c1ccc2c(c1)OCCO2,-6,-5,3.5,-15,-25,1,17,-3
# The listing continues:
SMILES,697 NFkB inh,tim10-1 inh,CHOP UPR activ,Mdm2-MdmX inh,Jurkat NFkB inh,TIM10 inh,tim23-1 inh,UPR XBP1 act
Cc1ccc(-n2ncc3c2CCCC3NC(=O)CCc2c(C)noc2C)cc1C (stereo unspecified),7,7,0.0,8,0,-3,9,-2
COc1ccccc1CC(=O)Nc1ccccc1O,2,11,-0.3,-30,-22,0,1,2
Cc1cc(NC(=O)c2ccc3c(c2)OCO3)ccc1NC(=O)c1ccco1,23,-23,2.8,-8,-13,-1,5,3
COC(=O)C(Cc1ccc(O)cc1)NC(=O)c1ccccc1 (stereo unspecified),5,1,3.8,7,10,7,-8,1
CC(NC(=O)C1CCN(S(=O)(=O)c2cnc[nH]2)CC1)c1ccccc1 (stereo unspecified),-15,8,3.2,-47,7,5,14,-1
O=[N+]([O-])c1ccc(C2NS(=O)(=O)N=C3CCCCCN32)cc1 (stereo unspecified),10,-4,-2.6,17,-5,4,-20,-3
O=C1C2C3C=CC(C3)C2C(=O)N1c1n[nH]c(CCc2ccccc2)n1 (stereo unspecified),-12,-8,3.0,-3,-17,-10,-10,-1
COc1ccc(CCNC(=O)c2c(C)nn(CC(C)C)c2Cl)cc1,-12,13,-0.6,21,-1,-3,6,0
Cc1nn(-c2ccccc2)c(C)c1NC(=O)COc1ccc([N+](=O)[O-])cc1,15,7,-1.9,4,15,-2,8,-6
COC(=O)c1ccc2c(c1)NC(=O)C(N1CCCC1)S2 (stereo unspecified),-19,1,1.9,-14,-20,18,16,3
CCCCN(CC)CCCNC(=O)c1cc2c(=O)[nH]c3ccccc3c2s1,-3,-1,0.2,24,-33,20,21,-1
O=C(CC1C(=O)NCCN1C(=O)Nc1ccccc1)Nc1cc(Cl)cc(Cl)c1 (stereo unspecified),-18,13,-0.3,8,-9,6,7,-1
CC1(C)C(c2ccco2)=[N+]([O-])C2(CCCCC2=O)N1O (stereo unspecified),-7,-2,0.2,-17,-26,-6,4,2
S=C(Nc1ccccc1)Nc1cccc(Cl)c1Cl,-5,-9,1.6,11,0,9,25,-1
CCOc1ccc(-c2cn(-c3ccccc3OC)c(=S)[nH]2)cc1,-9,32,-0.4,44,26,11,31,-2

# A different layout for ten compounds above.
# Order of results: 697 NFkB inh, tim10-1 inh, CHOP UPR activ, Mdm2-MdmX inh, Jurkat NFkB inh, TIM10 inh, tim23-1 inh, UPR XBP1 act
COc1ccccc1CC(=O)Nc1ccccc1O
 : 2, 11, -0.3, -30, -22, 0, 1, 2
Cc1cc(NC(=O)c2ccc3c(c2)OCO3)ccc1NC(=O)c1ccco1
 : 23, -23, 2.8, -8, -13, -1, 5, 3
COC(=O)C(Cc1ccc(O)cc1)NC(=O)c1ccccc1 (stereo unspecified)
 : 5, 1, 3.8, 7, 10, 7, -8, 1
CC(NC(=O)C1CCN(S(=O)(=O)c2cnc[nH]2)CC1)c1ccccc1 (stereo unspecified)
 : -15, 8, 3.2, -47, 7, 5, 14, -1
O=[N+]([O-])c1ccc(C2NS(=O)(=O)N=C3CCCCCN32)cc1 (stereo unspecified)
 : 10, -4, -2.6, 17, -5, 4, -20, -3
O=C1C2C3C=CC(C3)C2C(=O)N1c1n[nH]c(CCc2ccccc2)n1 (stereo unspecified)
 : -12, -8, 3.0, -3, -17, -10, -10, -1
COc1ccc(CCNC(=O)c2c(C)nn(CC(C)C)c2Cl)cc1
 : -12, 13, -0.6, 21, -1, -3, 6, 0
Cc1nn(-c2ccccc2)c(C)c1NC(=O)COc1ccc([N+](=O)[O-])cc1
 : 15, 7, -1.9, 4, 15, -2, 8, -6
COC(=O)c1ccc2c(c1)NC(=O)C(N1CCCC1)S2 (stereo unspecified)
 : -19, 1, 1.9, -14, -20, 18, 16, 3
CCCCN(CC)CCCNC(=O)c1cc2c(=O)[nH]c3ccccc3c2s1
 : -3, -1, 0.2, 24, -33, 20, 21, -1
